SENP1 FRET inh – blocks the human SENP1 SUMO protease catalytic domain | AID 624204 | 360,000 compounds, 0.21% hits | inhibition, % at 10 µM | recombinant SENP1 catalytic domain, CyPet-SUMO1-YPet FRET cleavage;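 active means inhibition at least 30% at 10 µM, raw YFP signal under a set limit, fluorescence ratio 0.5 to 1.5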;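 further: 0% = enzyme with DMSO and 100% = no enzyme wells; some results filed as inactive read as strong as hits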
Target sequence (Q9P0U3 419-644 limits assumed): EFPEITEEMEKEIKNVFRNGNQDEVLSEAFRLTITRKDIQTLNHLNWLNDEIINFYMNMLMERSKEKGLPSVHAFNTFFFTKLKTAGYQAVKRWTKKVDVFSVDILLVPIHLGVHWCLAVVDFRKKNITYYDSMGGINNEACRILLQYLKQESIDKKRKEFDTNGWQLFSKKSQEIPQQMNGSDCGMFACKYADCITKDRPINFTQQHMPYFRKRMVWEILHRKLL
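System: Recombinant human SENP1 catalytic domain, His6-tagged | Incubation: Enzyme reaction for 50 min at room temperature, dark | Medium: Tris pH 8 with BME, BSA, NP40 and catalase | Also added: 25 nM SUMO1 FRET substrate | Compound: 10 µM single point, 0.5% DMSO | Measured by: FRET fluorescence in CFP and YFP emission channels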
SENP6 block – SENP6 protease inhibition; Q9GZR1; Recombinant SENP6 catalytic domain, aminoluciferin luminescence; inhibition, % at 10 µM; 330,000 compounds, 1.8% hits; AID 2599;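 active means inhibition above about 50% at the single tested dose, limit read from the data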;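 further: plate controls were DMSO wells with enzyme for no effect and DMSO wells lacking enzyme for full effect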
SENP8 block-1 – blocks human SENP8 cleavage of Nedd8 substrate; recombinant SENP8, Nedd8 substrate fluorescence; inhibition, % at 20 µM; 360,000 compounds, 0.64% hits; AID 602440; in the data active means inhibition mostly above about 40%, no sharp cut-off; inactive means mostly below about 27%
Target sequence (Q96LD8 whole entry, looked up): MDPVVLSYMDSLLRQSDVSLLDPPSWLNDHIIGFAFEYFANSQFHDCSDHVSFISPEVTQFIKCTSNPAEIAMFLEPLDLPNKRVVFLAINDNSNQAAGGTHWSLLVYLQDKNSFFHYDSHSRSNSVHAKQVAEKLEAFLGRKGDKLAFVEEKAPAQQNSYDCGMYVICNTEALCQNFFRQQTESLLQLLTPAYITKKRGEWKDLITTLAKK
SENP8 block-2 – inhibitors of human SENP8 protease; inhibition, % at 10 µM; purified SENP8, Z-RLRGG-aminoluciferin cleavage, luminescence; Q96LD8; AID 2540; 330,000 compounds, 1.2% hits; in the data active means inhibition above about 50%
SENP7 inh – blocks the human protease SENP7 | 330,000 compounds, 1.5% hits | AID 434973 | recombinant SENP7, Z-RLRGG-aminoluciferin luminescence, 40 min | inhibition, % at 5 µM;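 active means inhibition above about 50% at the single test dose, limit read from the data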;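 further: plate controls were DMSO with enzyme for no effect and no enzyme buffer wells for full effect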
Target sequence (Q9BQF6 706-1050 limits assumed): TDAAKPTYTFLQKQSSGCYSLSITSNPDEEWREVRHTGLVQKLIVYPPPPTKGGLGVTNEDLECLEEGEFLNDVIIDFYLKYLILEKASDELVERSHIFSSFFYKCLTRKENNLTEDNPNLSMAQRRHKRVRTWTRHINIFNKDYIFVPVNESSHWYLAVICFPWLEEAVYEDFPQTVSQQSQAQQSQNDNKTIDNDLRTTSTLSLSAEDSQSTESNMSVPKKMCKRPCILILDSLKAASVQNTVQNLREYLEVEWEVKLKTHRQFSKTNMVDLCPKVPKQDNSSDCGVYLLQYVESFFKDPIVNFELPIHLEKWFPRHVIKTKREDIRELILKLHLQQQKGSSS
PfGluPho inh – PfG6PD (Plasmodium falciparum) enzyme inhibition; PfGluPho enzyme, NADPH resazurin-diaphorase fluorescence; inhibition, % at 20 µM; 350,000 compounds, 0.78% hits;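 active means inhibition reaching at least a set limit at 20 µM in the primary screen, cut at about 59% in these data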;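 further: 0% = DMSO wells with substrate and 100% = DMSO wells lacking glucose-6-phosphate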
Apaf1 inhib – blocks human Apaf-1 apoptosome activity. 330,000 compounds, 0.71% hits. reconstituted apoptosome caspase-3 activity, DEVD-Rh110 fluorescence. inhibition, % at 20 µM. AID 489030; active means inhibition of at least 40% at 20 µM;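 further: plate controls were DMSO wells for no effect and DEVD-CHO caspase inhibitor wells for full effect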
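Assay system – apoptosome proteins · Medium – Hepes buffer, pH 7.5 · Also added – cytochrome c with DEVD-Rh110 · Timing – 30 min compound preincubation, 50 min activation, room temperature · Detection – Rh110 fluorescence, excitation 480 nm, emission 540 nm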
HKDC1 inh – blocks human hexokinase HKDC1 activity | recombinant HKDC1, G6PDH/diaphorase resazurin coupled fluorescence | AID 493160 | 340,000 compounds, 0.16% hits | inhibition, % at 20 µM;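 active means inhibition above about 35% when tested at 20 µM, limit read from the data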;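 further: plate controls were DMSO wells with enzyme for no effect and DMSO wells lacking enzyme for full effect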
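test system = in-house recombinant HK5 (HKDC1) enzyme | amount = HKDC1 at 5 µg/mL | control set = DMSO-enzyme wells negative, buffer-substituted wells positive | compound = one dose of 20 µM, 1% DMSO | schedule = reaction time 90 min, room temperature, protected from light | technique = resorufin fluorescence at 613 nm | reagent = glucose with 1 mM ATP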
* = called active by the depositor; x = not tested or not shown.

SMILES	SENP1 FRET inh	SENP6 block	SENP8 block-1	SENP8 block-2	SENP7 inh	PfGluPho inh	Apaf1 inhib	HKDC1 inh
Cc1ccc(NC(=O)CNC(=O)C2CCCCC2)nc1	2	-6	-5	-11	14	4	-1	-5
Cc1c(C(=O)NCCN(C)C)oc2ccc(S(=O)(=O)N3CCC4(CC3)OCCO4)cc12	0	-19	18	-3	7	-4	6	7
O=C(/C=C/c1ccc2c(c1)OCO2)Nc1cc(S(=O)(=O)N2CCOCC2)ccc1N1CCOCC1	1	19	-77	12	8	10	9	-4
Cc1ccc(C(=O)NCC2CCCO2)o1 (stereo not drawn)	-6	19	3	-2	4	-4	1	-5
COc1ccc(C(=O)NCCNC(C)=O)cc1S(=O)(=O)NCc1ccc(Cl)cc1	2	14	10	7	8	-2	9	-3
Nc1nnnn1/N=C/c1ccc(F)cc1	1	-13	12	-15	-5	6	10	-1
COc1ccc(-n2nnc3c(=O)n(C/C=C/c4ccccc4)cnc32)cc1	0	2	2	0	1	7	4	-13
Brc1ccccc1/C=N/N1CCCCC1	1	-6	5	-18	-9	5	2	0
CCOC(=O)c1c(NC(=O)CCN2CCOCC2)sc2c1CC(C)(C)OC2	0	0	1	-9	-7	-14	0	-3
CCOC(=O)c1c(C)n(C)c2ccc(OC(=O)c3ccc(N4C(=O)CCC4=O)cc3)cc12	-1	-1	16	-1	5	-19	-7	16
Cc1coc2cc3oc(=O)cc(C)c3cc12	-8	9	-179	-8	8	-6	-12	-3
CCCCCc1ccc(C(=O)CCCC)c(=S)[nH]1	1	13	18	-4	-10	6	8	-16
NC(=O)c1ccc(-n2nnnc2Oc2ccc(Br)cc2)cc1	2	-1	15	-1	7	-2	-5	-2
COc1ccccc1OCCCCCCN1CCOCC1	4	0	16	1	-4	-5	-3	-15
Cc1cc2c(c(=O)n1Cc1ccco1)C(c1ccccc1)C(C#N)=C(N)O2 (stereo not drawn)	-10	-16	-27	-5	2	-17	-11	7
COc1ccc(C(=O)N2CC(=O)Nc3ccccc32)cc1S(=O)(=O)N1CCCC1	2	-6	13	-3	-8	-7	-2	-4
CC1(c2ccc(Cl)cc2Cl)NC(=O)N(CC(=O)NC2CCCCC2)C1=O (stereo not drawn)	4	-12	3	-10	3	-7	2	-4
CCCc1nc2c(s1)CCc1onc(-c3ccc(Br)cc3)c1-2	5	-6	11	-7	7	19	15	0
COc1ccc(N(C(=O)c2ccncc2)S(=O)(=O)c2cccs2)cc1	3	-11	19	4	7	8	-21	-5
CCOC(=O)CCNC(=O)N1CCC(CCOc2ccccc2)(C(=O)OCC)CC1	1	x	13	x	x	-10	x	-2
CS(=O)(=O)N1CCC(C(=O)Nc2ccc(Oc3ccccc3)cc2)CC1	-1	1	14	3	-1	1	-5	-1
CC12C(=O)N(c3ccc(OC(=O)c4ccco4)cc3)C(=O)C1C1c3ccccc3C2c2ccccc21 (stereo not drawn)	-2	3	21	9	5	-8	8	8
COc1ccc(C2C(C(=O)O)CCC(=O)N2c2ccc(OC)cc2)cc1 (stereo not drawn)	-2	-34	14	-1	-6	-22	-12	9
CC(C)CC(=O)Nc1ccc2c(c1)oc1ccccc12	-1	-25	26	-25	-1	-20	13	-3
CCOC(=O)Cc1csc(NC(=O)c2sc3nc4ccc(CC)cc4cc3c2N)n1	5	-5	-84	-7	1	-14	1	7
Cc1ccc(NC(=O)CSc2nnc(CNC(=O)c3cccs3)o2)cc1	-1	3	7	0	0	-1	-6	-4
COc1ccc(-c2cccc(C(=O)N3CCOCC3)c2)cc1	-1	-23	9	-2	6	0	-3	-7
COc1ccccc1CNC(=O)c1cccc(S(=O)(=O)N2CCN(C)CC2)c1	-1	-4	8	-4	-6	8	-1	-3
Cc1cc(C)cc(NS(=O)(=O)c2cccs2)c1	0	14	12	6	2	4	6	2
Cc1cccc(NC(=O)NCCc2ccc(Cl)cc2)c1	2	-18	6	-5	-14	4	4	11
COc1ccc(-c2nn3c(=O)c(C)nnc3s2)cc1	-5	1	-194	0	-3	0	3	-4
COCCOC(=O)c1c(C)n(C)c2ccc(OC(=O)c3cccs3)cc12	3	-11	16	-3	-1	3	19	-2
CC(C)OP(=O)(OC(C)C)C(Nc1ccccc1)c1cccc([N+](=O)[O-])c1 (stereo not drawn)	2	-16	20	1	6	14	-7	-1
O=C(CCCN1C(=O)/C(=C/c2cccc(Br)c2)SC1=S)Nc1ccccn1	1	-4	27	-17	-4	5	24	1
Cc1ccc(NC(=O)CN2C(=O)CC(C)S(=O)(=O)c3ccccc32)cc1 (stereo not drawn)	1	13	17	0	3	12	5	0
S=C(Nc1cccnc1)Nc1ccccn1	13	13	11	-4	-7	8	-3	-8
CCOC(=O)C1(Nc2nccs2)Sc2ccccc2NC1=O (stereo not drawn)	1	0	4	2	4	-2	9	1
COc1ccc(C(=O)OC(C(=O)c2ccccc2)c2ccccc2)cc1 (stereo not drawn)	1	7	19	-11	-5	-4	25	3
CC(=O)Nc1nc(C)c(Oc2cccc(C(F)(F)F)c2)c(=O)[nH]1	0	-2	0	0	-6	-4	-22	-1
COc1ccc(CC(=O)Nc2c(C(N)=O)oc3ccccc23)cc1OC	1	18	7	1	8	3	-2	-4
Cc1ccc(S(=O)(=O)NN=Cc2ccc(N3CCOCC3)cc2)cc1[N+](=O)[O-]	2	0	11	3	2	3	-10	0
CC(C)COc1ccc(S(=O)(=O)n2cc(F)c(=O)[nH]c2=O)cc1	2	-6	3	-6	-98	-24	-4	2
CCCNC(=O)OC[C@H]1O[C@H](CCO/N=C/[C@@H](OC)[C@H](C)/C=C/CC(=O)OC)C=C[C@@H]1Oc1ccc(OC)cc1	x	3	x	-8	-4	x	11	x
O=C(c1ccc([N+](=O)[O-])cc1[N+](=O)[O-])N1CCc2ccccc21	6	3	18	6	4	6	-11	4
Cc1c(O)c(CN2CCCCC2)cc2c3c(c(=O)oc12)CCC3	-36	-12	-258	-3	5	17	-5	1
Fc1ccccc1OCC1CCCN(Cc2nc(CC3CC3)no2)C1 (stereo not drawn)	-1	12	11	-7	6	-2	9	3
CN(C)CCN(C(=O)c1ccc2ccccc2c1)c1nc2cc3c(cc2s1)OCCO3	-1	-11	8	-7	-1	12	28	-2
CCOc1ccc(-c2n[nH]c(=S)c3ccccc23)cc1	1	0	13	4	5	8	17	-4

One compound at a time (already shown). Order of values: SENP1 FRET inh	SENP6 block	SENP8 block-1	SENP8 block-2	SENP7 inh	PfGluPho inh	Apaf1 inhib	HKDC1 inh
Profile of CC(C)COc1ccc(S(=O)(=O)n2cc(F)c(=O)[nH]c2=O)cc1 = 2	-6	3	-6	-98	-24	-4	2
Profile of Cc1ccc(S(=O)(=O)NN=Cc2ccc(N3CCOCC3)cc2)cc1[N+](=O)[O-] = 2	0	11	3	2	3	-10	0
Profile of CN(C)CCN(C(=O)c1ccc2ccccc2c1)c1nc2cc3c(cc2s1)OCCO3 = -1	-11	8	-7	-1	12	28	-2

Compounds from the list above that have a nitro group on carbon:
SMILES	SENP1 FRET inh	SENP6 block	SENP8 block-1	SENP8 block-2	SENP7 inh	PfGluPho inh	Apaf1 inhib	HKDC1 inh
CC(C)OP(=O)(OC(C)C)C(Nc1ccccc1)c1cccc([N+](=O)[O-])c1 (stereo not drawn)	2	-16	20	1	6	14	-7	-1
Cc1ccc(S(=O)(=O)NN=Cc2ccc(N3CCOCC3)cc2)cc1[N+](=O)[O-]	2	0	11	3	2	3	-10	0
O=C(c1ccc([N+](=O)[O-])cc1[N+](=O)[O-])N1CCc2ccccc21	6	3	18	6	4	6	-11	4

(continued)
SMILES	SENP1 FRET inh	SENP6 block	SENP8 block-1	SENP8 block-2	SENP7 inh	PfGluPho inh	Apaf1 inhib	HKDC1 inh
Oc1ccccc1CN(Cc1ccco1)CC(O)COCc1ccc(Cl)cc1 (stereo not drawn)	1	2	16	3	-1	6	26	0
CN(C)c1ccc(/C=C/C(=O)c2ccccc2O)cc1	57	92*	14	86*	89*	14	6	-2
Cc1cc2oc(=O)cc(Cn3ccnc3)c2cc1Cl	0	-20	-13	1	4	1	-1	1
Cc1ccc(N2CC(C(=O)NCc3n[nH]c(=O)c4ccccc34)CC2=O)cc1C (stereo not drawn)	0	-20	1	-14	-13	-7	6	-4
Cc1nc2cc(-c3ccc(Cl)cc3)nn2c(NCCN(C)C)c1C	-12	16	-182	8	6	56	8	-1
CC(NS(=O)(=O)c1ccc(Br)cc1)C(=O)NCc1ccc2c(c1)OCO2 (stereo not drawn)	-1	-10	2	1	3	4	-2	-10
Cn1c(=O)c2c(nc(-n3ccnc3)n2Cc2ccc([N+](=O)[O-])cc2)n(C)c1=O	3	-10	18	-1	-10	1	1	-8
CC(=O)c1ccc(S(=O)(=O)N2CCN(C(C)=O)CC2)cc1	4	5	12	7	3	-5	-11	-5
Cc1ccc(C(=O)Nc2sc3c(c2C(=O)O)CCCCC3)o1	-2	-15	-423	97*	91*	32	4	2
CCN(CC)S(=O)(=O)c1ccc2c(c1)N(CC(=O)N1CCC(C(N)=O)CC1)C(=O)CO2	1	-12	0	-2	-8	-9	0	-7
CCC1(CC)Cc2ccccc2-c2nc(NN)[nH]c(=O)c21	1	-14	-468	5	3	76*	-11	5
CCC(C)(C)n1nnnc1C(c1cc(OC)ccc1OC)N1CCN(Cc2ccccc2)CC1 (stereo not drawn)	-1	5	10	0	3	7	7	-10
Cc1ccc(CNC(=O)C(NS(=O)(=O)c2ccc3nc(C)sc3c2)C(C)C)cc1 (stereo not drawn)	3	-15	6	0	1	12	-4	-1
COc1ccc(C(=O)NCc2c(C)oc(C)c2C(=O)O)cc1	-1	9	4	4	6	-11	-6	0
Cc1c(C)[n+](=O)c2c(n1[O-])CCCCC2	1	-11	20	1	0	-1	3	-5
CN1/C(=C\C(=O)Nc2ccc(Br)cc2)C(C)(C)c2ccccc21	-2	-5	-17	-3	-3	1	-5	4
Cc1oc(-c2cccc(C(F)(F)F)c2)nc1CN1CCC[C@H]1CO	-8	6	-43	3	3	-15	-8	-8
Nc1nonc1-n1nnc(C(=O)N/N=C/c2cccc(F)c2)c1CN1CCCC1	1	11	4	8	0	30	-3	-3
O=[N+]([O-])c1ccc(O)c(-c2nn[nH]n2)c1	4	1	23	-11	7	-39	0	-9
COc1ccc(N2CC(C(=O)Nc3cc(C)on3)CC2=O)cc1 (stereo not drawn)	0	-19	5	6	-2	9	-10	-9
COc1ccc(S(=O)(=O)N2CCN(C(=O)c3cc(C4CC4)nn3-c3ccccc3)CC2)cc1OC	-1	13	10	1	0	-14	7	-3
COCCCNC(=O)Cn1nnc(-c2ccc(NC(=O)c3ccccc3OC)cc2)n1	1	-24	5	-12	-13	1	-11	-3
Cc1ccc(-c2noc(-c3ccccc3C(=O)N3CCOCC3)n2)cc1	0	-10	7	-1	11	-4	-7	-5
CC(C)(C)C1CCC2(CC1)NC(=S)N(c1ccccc1)N2 (stereo not drawn)	2	-18	17	-9	-7	3	5	-1
CCNc1ccc(C(=O)N/N=C/c2c(C)nn(-c3ccccc3)c2N2CCCC2)cc1[N+](=O)[O-]	6	-7	28	-12	-2	6	17	-10
CC(=O)Nc1ccc(NC(=O)CCCc2c[nH]c3ccccc23)cc1	-3	5	5	0	1	-5	1	-9
CN1C(=O)CC(N2CCC(c3nc4ccccc4[nH]3)CC2)C1=O (stereo not drawn)	0	-18	2	-4	2	-26	-1	3
C=CCNC(=S)N1CCN(c2cc3c(cc2F)c(=O)c(C(=O)O)cn3CC)CC1	0	11	-161	4	0	4	4	-3
CCC(C)(C)n1nnnc1C(c1ccc(C)cc1)N1CCN(C(=O)c2ccco2)CC1 (stereo not drawn)	-1	-23	20	-11	-4	-12	4	5
